Screens: PubChem, The Scripps Research Institute Molecular Screening Center
GPR151 ag – activates the human receptor GPR151. activation, % at 11.2 µM. hit rate 1% among 650,000. PathHunter beta-arrestin GPR151 cells, luminescence. Q8TDV0; in the data active = activation above about 4.9%;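 also: 0% = median of compound wells and 100% = cells with positive control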
Target sequence (Q8TDV0 whole entry, looked up): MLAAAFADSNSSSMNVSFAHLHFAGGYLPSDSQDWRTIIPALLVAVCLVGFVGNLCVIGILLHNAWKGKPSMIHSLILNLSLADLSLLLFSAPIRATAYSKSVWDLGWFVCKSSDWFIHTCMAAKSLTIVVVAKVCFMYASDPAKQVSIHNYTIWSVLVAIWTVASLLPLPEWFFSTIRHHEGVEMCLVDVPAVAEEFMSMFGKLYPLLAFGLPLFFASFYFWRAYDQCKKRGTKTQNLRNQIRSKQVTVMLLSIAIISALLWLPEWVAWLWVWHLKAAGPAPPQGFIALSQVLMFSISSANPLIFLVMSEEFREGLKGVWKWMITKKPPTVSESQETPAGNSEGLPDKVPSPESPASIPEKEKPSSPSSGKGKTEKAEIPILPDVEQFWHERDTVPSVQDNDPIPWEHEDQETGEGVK
FBW7 act – activators of human E3 ligase FBW7. normalized activity (activation), % at 26.1 µM. AlphaScreen FBW7–phospho-cyclin E peptide binding, activator screen. hit rate 0.13% among 650,000. Q969H0; in the data active = normalized activity above about 1.9%;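 also: purified mutant Fbw7 with reduced substrate affinity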
Target sequence (Q969H0 whole entry, looked up): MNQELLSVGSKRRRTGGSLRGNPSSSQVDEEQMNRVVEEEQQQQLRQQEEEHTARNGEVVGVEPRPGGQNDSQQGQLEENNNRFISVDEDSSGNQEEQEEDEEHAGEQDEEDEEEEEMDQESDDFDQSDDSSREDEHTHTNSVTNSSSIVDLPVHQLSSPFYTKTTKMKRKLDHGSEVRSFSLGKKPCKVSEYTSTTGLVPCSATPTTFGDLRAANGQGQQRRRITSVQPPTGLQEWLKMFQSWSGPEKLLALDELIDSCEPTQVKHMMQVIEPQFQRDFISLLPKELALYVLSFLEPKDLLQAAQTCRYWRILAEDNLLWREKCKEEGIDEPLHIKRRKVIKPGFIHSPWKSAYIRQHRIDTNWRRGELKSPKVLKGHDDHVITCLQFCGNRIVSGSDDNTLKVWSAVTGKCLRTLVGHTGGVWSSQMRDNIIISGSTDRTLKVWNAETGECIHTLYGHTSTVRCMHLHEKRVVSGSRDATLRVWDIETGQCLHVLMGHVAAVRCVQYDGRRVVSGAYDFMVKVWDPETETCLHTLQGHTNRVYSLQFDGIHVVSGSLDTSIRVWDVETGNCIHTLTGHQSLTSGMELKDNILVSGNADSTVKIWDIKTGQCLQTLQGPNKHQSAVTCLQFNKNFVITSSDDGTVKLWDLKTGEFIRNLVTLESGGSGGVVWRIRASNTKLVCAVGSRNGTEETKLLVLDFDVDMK
MITF primary – human MITF inhibition, primary screen. O75030. AlphaScreen MITF homodimerization, bead proximity signal. inhibition, % at 2.6 µM. hit rate 0.91% among 650,000; in the data active = inhibition above about 50%;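 also: 0% = vehicle wells with protein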
TEAD-YAP block – TEAD-YAP interaction inhibition | HEK-TIYL cells, TEAD-Gal4/YAP UAS-luciferase luminescence | inhibition, % at 9.12 µM | hit rate 1.4% among 640,000 | AID 1259422; in the data active = inhibition above about 32%;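 also: 0% = median of test compound wells and 100% = reference inhibitor wells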
Active calls of the source: *.

SMILES	GPR151 ag	FBW7 act	MITF primary	TEAD-YAP block
Cc1ccccc1-n1cnc2cc(Nc3nnc(-c4ccc(Cl)cc4)c4ccccc34)ccc21	-0.3	-0.1	-1	-1
CCN(CC)S(=O)(=O)c1ccc2oc(C(=O)Nc3cccc(OC)c3)c(C)c2c1	-1.3	1.4	12	6
Cc1cccc(NC(=O)C2CCCN(C(=O)NCc3ccccc3)C2)c1C (stereo unspecified)	-0.2	-0.2	-2	-7
CCOc1cc(C2C3=C(CCCC3=O)N(C)C3=C2C(=O)CCC3)ccc1O	-0.2	-0.1	0	8
COCCCN1C(=O)CC(CC(=O)NC2CCCCC2)(c2ccccc2C)C1=O (stereo unspecified)	-1.1	0.3	21	-16
COc1cc([N+](=O)[O-])cc(/C=C2/C(=O)NC(=O)N(c3cccc(C)c3)C2=O)c1O	5.3*	-0.1	2	4
NC(=O)C1(N2CCCCC2)CCN(Cc2ccccc2Cl)CC1	-0.8	-0.1	-12	-15
COC(=O)c1ccc(COC(=O)CNS(=O)(=O)c2cc(Cl)ccc2Cl)cc1	1.6	0.1	2	7
CCOC(=O)COc1ccc(S(=O)(=O)NC(C)c2ccccc2)cc1 (stereo unspecified)	-0.6	-0.3	11	8
Cc1ccc(OCCNC(=O)CSc2ccc(C(F)(F)F)cc2[N+](=O)[O-])cc1	1.1	0.2	-4	10
O=C(O)c1cccc(S(=O)(=O)NC2CCCCC2)c1	-0.6	0.5	12	2
CCC1CN(CCNC(=O)c2ccc(N3CCCC3=O)cc2)Cc2cc(OC)ccc2O1 (stereo unspecified)	0.2	-0.1	-9	-2
CCOC(=O)c1c(NC(=O)c2ccc(NC(=O)C(F)(F)F)cc2)sc2c1CCCC2	0.6	0.0	-1	8
NC(=O)c1cnn2c(C(F)(F)F)cc(-c3ccco3)nc12	-1.1	0.0	2	-9
CCOC1=NN(c2ccc([N+](=O)[O-])cc2)C(=O)/C1=C\c1ccc(F)cc1	-0.4	-0.1	-2	-2
CCCn1ncc(C(=O)N2CCC3(CC2)NC(=O)c2cccnc2N3C)c1C	-0.6	-0.1	-12	-10
COc1ccc(C(=O)Nc2ccc3oc(-c4ccc(C(C)(C)C)cc4)nc3c2)cc1Br	-1.4	0.6	15	-4
O=C(NCCSc1ccccc1)c1ccc(CN2CCOCC2)cc1	-1.0	-0.2	7	-44
CN1CCO/C1=C(\C(Cl)=C(Cl)Cl)[N+](=O)[O-]	-0.7	0.0	8	-8
O=C(CBr)c1ccc2c(c1)OCCCO2	2.2	0.3	4	5
COc1ccc(CNS(=O)(=O)c2ccc(F)c(C(=O)Nc3ccccc3Cl)c2)cc1	2.2	-0.2	-9	-10
Cc1cc(NC(=O)c2ccccc2Cl)ccc1-c1cc2ccccc2oc1=O	0.2	-0.2	7	9
O=C(O)CSc1nc2ccsc2c(=O)n1Cc1ccco1	-1.6	-0.2	4	18
CCOc1ccccc1-n1c(N)c(C(=O)Nc2ccccc2F)sc1=S	-0.4	-0.2	0	-10
Cc1csc(CN(C)C(=O)CC2C(=O)NCCN2CCc2ccccc2)n1 (stereo unspecified)	1.6	-0.2	4	16
O=c1c2c3c(sc2ncn1Cc1ccc(C(F)(F)F)cc1)CCCC3	-0.5	0.3	-4	6
COCCNC(=O)CSc1nc2ccccc2c(=O)n1CCCC(=O)NCCc1ccc(OC)c(OC)c1	1.3	0.0	5	0
Cc1ccc(C)c(NC(=O)CSc2nc3[nH]ncc3c(=O)[nH]2)c1	4.3	0.1	1	8
COC(=O)c1ccc(N2C(=O)CC(NCCc3ccc(Cl)cc3)C2=O)cc1 (stereo unspecified)	0.3	-0.1	18	9
CCOC(=O)COc1ccc2c(c1)C(=O)c1cc(OCC(=O)OCC)ccc1-2	-1.6	0.4	23	-3
NC(=O)C1CC(O)CN1c1nnnn1-c1ccccc1 (stereo unspecified)	1.7	0.0	7	2
COc1ccc(CNC(=O)c2ccc(S(=O)(=O)N(C)C)cc2)cc1	-0.6	0.2	10	6
CN(C)S(=O)(=O)c1cccc(C(=O)OCC(=O)NC(=O)NC2CCCC2)c1	1.4	0.1	2	5
CCc1ccc(C2=CC(c3ccc(SC)cc3)n3ncnc3N2)cc1 (stereo unspecified)	2.1	0.0	-5	28
Cc1cc(/C=C2\SC(=Nc3ccccc3)N(C3CCCC3)C2=O)c(C)n1-c1ccc(Br)cc1	-1.5	0.1	13	-14
COc1ccccc1C(=O)NCC(=O)OCC(=O)c1ccc2c(c1)-c1ccccc1C2	-0.4	0.0	1	-8
O=C1COc2ccc(C(=O)COC(=O)CON=C3c4ccccc4-c4ccccc43)cc2N1	2.1	0.1	3	4
Cc1cc(NC(=O)CSc2nc3ccccc3n2CC(=O)N2CC(C)CC(C)C2)no1 (stereo unspecified)	0.6	0.1	18	-6
CC(C(=O)NCc1cccnc1)c1ccc([N+](=O)[O-])cc1 (stereo unspecified)	-0.6	0.0	-6	-16
CCNc1nccc(NCCN(C(C)C)C(C)C)n1	2.3	0.1	-5	10
COc1ccc(OCC(=O)Nc2nc3ccccc3[nH]2)cc1	2.7	-0.2	-11	-23
CCCNC(=O)Cn1cnc2sc(C(=O)Nc3ccc(OC)c(Cl)c3)c(C)c2c1=O	4.4	-0.1	-2	2
CCOc1ccc(-n2c(SCC(N)=O)nc3ncccc3c2=O)cc1	-1.6	1.5	7	6
COc1ccccc1-c1cc(C(F)(F)F)nc(S(=O)(=O)CCCC(=O)O)n1	-0.8	-0.1	-5	-14
COc1ccc(C2CC(=O)C3=C(C2)NC(C)=C(C(=O)OC(C)C)C3c2ccc(Cl)c(Cl)c2)cc1OC (stereo unspecified)	0.9	0.1	-10	15
CCOc1ccc(NC(=O)Cn2cc(C#N)c3ccccc32)cc1	-0.3	-0.1	-7	-3
CN(C)c1ccc(/C=C(/NC(=O)c2ccccc2Br)C(=O)Nc2ccc(Br)cc2Br)cc1	-0.7	-0.1	-5	1
CCOc1ccccc1/C=N/Nc1nc2ccccc2[nH]1	-0.2	-0.4	14	-13
Clc1ccc(Nc2nccn3c(-c4cccs4)cnc23)cc1	-0.6	-0.2	0	-77
O=C(Nc1ccc(F)c(Cl)c1)c1cc(-c2ccccc2Cl)nc2ccccc12	-0.3	-0.1	-4	-11
Cc1ccc(S(=O)(=O)Nc2ccccc2C(=O)Nc2nc(-c3cc(C)ccc3C)cs2)cc1	2.7	0.4	-15	14
O=C(C1CCN(S(=O)(=O)c2ccccc2[N+](=O)[O-])CC1)N1CCOCC1	-2.5	0.0	2	5
COc1ccc(NC(=O)c2cccnc2SC)c(OC)c1	0.8	0.1	10	-7
CN1C(=O)C(O)(CC(=O)c2ccc([N+](=O)[O-])cc2)c2cc(Cl)ccc21 (stereo unspecified)	2.3	0.0	-7	1
CCN(CC)C(=O)C1CCCN(c2cc(NCCOc3ccccc3)ncn2)C1 (stereo unspecified)	-2.1	0.4	15	0
COc1ccc(CNc2nccn3c(-c4ccccc4F)cnc23)cc1	0.8	0.3	24	-12
CCCCCSc1nnc2c(n1)OC(c1cccs1)Nc1ccccc1-2 (stereo unspecified)	-0.7	0.3	7	0
COCCN1CCCc2ccc(NC(=O)c3ccccc3Cl)cc21	-0.9	-0.1	9	-29
O=C(Nc1ccc(F)cc1)C1C2CC/C=C\CCC21 (stereo unspecified)	3.5	0.0	-18	-4
CSCCC(C(=O)Nc1cccc(Cl)c1)N1C(=O)c2ccccc2C1=O (stereo unspecified)	0.6	0.0	8	5

Carrying on.
SMILES	GPR151 ag	FBW7 act	MITF primary	TEAD-YAP block
CCN1C(=O)c2ccc(C(=O)Nc3cc(C(=O)O)cc(C(=O)O)c3)cc2C1=O	1.6	0.0	1	4
Cc1nc2ccc(C(=O)N3CCCC(CCC(=O)N(C)CCc4ccccn4)C3)cc2[nH]1 (stereo unspecified)	-0.9	0.0	1	8
COc1ccc2nc(/C=C/c3cc(Br)cc(Br)c3O)cc(Cl)c2c1	1.2	-0.4	-15	6
O=C(O)Cc1ccc(NS(=O)(=O)c2ccc(Cl)cc2)cc1	-1.1	0.0	13	2
CC(C)(C)NC(=O)CN(C(=O)CCC(=O)Nc1ccccn1)C1CCCCC1	0.1	1.2	14	4
CC(C)n1c(Nc2ccc(-n3ccnc3)cc2)nc2c(NCCOc3ccccc3)ncnc21	-0.6	0.1	-7	-37
COc1ccc(C)cc1NC(=O)c1cccc(I)c1	0.9	0.2	1	12
CCC(C)c1c(O)nc(SCC(=O)N(CC)CC)[nH]c1=O (stereo unspecified)	-0.1	-0.1	-16	3
O=C(CCCn1c(SCc2ccccc2Cl)nc2ccccc2c1=O)N1CCN(c2ccccc2)CC1	2.4	-0.1	-4	-2
O=C(COC(=O)COc1ccc(Br)cc1)NC1CCCCCC1	1.2	0.2	3	-8
O=C1C2C3C=CC(CNS(=O)(=O)c4ccccc4)(O3)C2C(=O)N1c1ccc(Cl)cc1 (stereo unspecified)	-0.6	-0.2	1	6
COc1ccccc1C(=O)NCc1nnc(SCC(=O)N2N=C(c3cccs3)CC2c2ccc(C)cc2)n1-c1ccccc1OC (stereo unspecified)	1.7	0.0	4	31
COc1cccc2c1CCN(Cc1cccc(C)c1)C2=O	1.8	0.2	7	-12
Nc1ccc2nc(CCCOC(=O)C3CCCCC3)[nH]c2c1	0.4	-0.3	11	10
C[C@H](N=C1NS(=O)(=O)c2ccccc21)C(=O)OCC(=O)c1cccc(Cl)c1	0.9	-0.1	-1	20
COc1cc(C(=O)NCCOc2ccccc2F)cc(OC)c1OC	1.5	-0.1	-1	-10
COc1ccc(C(C)=O)cc1COC(=O)c1cc(C)cc(C)c1	1.0	0.6	15	8
CCOc1ccccc1NC(=O)CN1CCC(c2nc3ccc(C)cc3[nH]2)CC1	0.9	-0.1	1	-2
Cc1ccccc1C(=O)NC(=S)Nc1ccc(S(=O)(=O)N2CCOCC2)cc1	-0.3	1.1	15	6
O=C(/C=C/c1cccs1)N1CCN(Cc2ccccc2)CC1	0.2	0.0	9	-27
CC(C)(C)Nc1nc(Cl)nc(NCCO)n1	0.2	-0.2	1	3
COC(=O)c1ccc(C2NC(=O)NC(C)=C2C(N)=O)cc1 (stereo unspecified)	-0.3	1.1	12	-17
CCCCNC(=O)CC(=O)Nc1ccccc1C(=O)O	4.4	0.0	-8	-10
CN(C)C(=O)/C(=C\c1ccc(O)cc1)NC(=O)c1ccccc1	1.2	-0.1	6	4
N#CCCn1c(=O)n(CCC#N)c2ccccc21	2.6	-0.1	13	5
COc1ccc2c(c1)OC(C)CN(CCC(=O)NCc1ccc3ncccc3c1)C2 (stereo unspecified)	-0.2	0.8	16	-1
O=C(O)c1cc2c(ccc3ccccc32)oc1=O	-1.3	0.0	-1	4
COC(=O)c1cc(NC(=S)NN2CCOCC2)cc(C(=O)OC)c1	-0.4	0.2	12	2
COC(=O)c1ccc(OCCOc2ccc(C)cc2)cc1	4.2	0.5	13	10
Oc1c(C(c2cccc(F)c2)N2CCCCC2)sc2ncnn12 (stereo unspecified)	-1.1	-0.2	-10	1
CC1C(C#N)=C(N)OC2=C1C(=O)CCC2 (stereo unspecified)	2.7	-0.2	0	-5
COc1ccc(-c2nc3c4c5c(sc4ncn3n2)C(C)(C)NC(C)(C)C5)cc1OC	-0.1	-0.1	6	-7
O=C(NCCc1ccc(Cl)cc1)c1cc(S(=O)(=O)N2CCCC2)ccc1F	0.2	-0.1	-2	20

Reformatted: 19 of the compounds above
SMILES | GPR151 ag | FBW7 act | MITF primary | TEAD-YAP block
COc1ccccc1C(=O)NCc1nnc(SCC(=O)N2N=C(c3cccs3)CC2c2ccc(C)cc2)n1-c1ccccc1OC (stereo unspecified) | 1.7 | 0.0 | 4 | 31
COc1cccc2c1CCN(Cc1cccc(C)c1)C2=O | 1.8 | 0.2 | 7 | -12
Nc1ccc2nc(CCCOC(=O)C3CCCCC3)[nH]c2c1 | 0.4 | -0.3 | 11 | 10
C[C@H](N=C1NS(=O)(=O)c2ccccc21)C(=O)OCC(=O)c1cccc(Cl)c1 | 0.9 | -0.1 | -1 | 20
COc1cc(C(=O)NCCOc2ccccc2F)cc(OC)c1OC | 1.5 | -0.1 | -1 | -10
COc1ccc(C(C)=O)cc1COC(=O)c1cc(C)cc(C)c1 | 1.0 | 0.6 | 15 | 8
CCOc1ccccc1NC(=O)CN1CCC(c2nc3ccc(C)cc3[nH]2)CC1 | 0.9 | -0.1 | 1 | -2
Cc1ccccc1C(=O)NC(=S)Nc1ccc(S(=O)(=O)N2CCOCC2)cc1 | -0.3 | 1.1 | 15 | 6
O=C(/C=C/c1cccs1)N1CCN(Cc2ccccc2)CC1 | 0.2 | 0.0 | 9 | -27
CC(C)(C)Nc1nc(Cl)nc(NCCO)n1 | 0.2 | -0.2 | 1 | 3
COC(=O)c1ccc(C2NC(=O)NC(C)=C2C(N)=O)cc1 (stereo unspecified) | -0.3 | 1.1 | 12 | -17
CCCCNC(=O)CC(=O)Nc1ccccc1C(=O)O | 4.4 | 0.0 | -8 | -10
CN(C)C(=O)/C(=C\c1ccc(O)cc1)NC(=O)c1ccccc1 | 1.2 | -0.1 | 6 | 4
N#CCCn1c(=O)n(CCC#N)c2ccccc21 | 2.6 | -0.1 | 13 | 5
COc1ccc2c(c1)OC(C)CN(CCC(=O)NCc1ccc3ncccc3c1)C2 (stereo unspecified) | -0.2 | 0.8 | 16 | -1
O=C(O)c1cc2c(ccc3ccccc32)oc1=O | -1.3 | 0.0 | -1 | 4
COC(=O)c1cc(NC(=S)NN2CCOCC2)cc(C(=O)OC)c1 | -0.4 | 0.2 | 12 | 2
COC(=O)c1ccc(OCCOc2ccc(C)cc2)cc1 | 4.2 | 0.5 | 13 | 10
Oc1c(C(c2cccc(F)c2)N2CCCCC2)sc2ncnn12 (stereo unspecified) | -1.1 | -0.2 | -10 | 1
